# Compound activity from PubChem BioAssay.
# RGS4 inh – human RGS4 inhibition; P49798; Transcreener GDP fluorescence polarization, RGS4-accelerated GTP hydrolysis; Potency, µM (doses to about 114 µM), for inactives: at the top dose activity change, negative = inhibition, most hits filed as inhibitors; hit rate 0.039% among 390,000; AID 504845; also: potency is read from the fitted curve at half-maximal effect; % is scaled to controls: 0 for no effect and ±100 for the full control effect; nearly all actives have a fitted effect of over 75% in size; some results filed as inactive show a strong effect at the top dose
#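 MLSMR compounds (23 nl, pin-transferred) preincubated 10 min at room temperature with a 500nM (2x) first reagent, then RGS4 at 900nM (2x) plus Transcreener GDP mix added; fluorescence polarization (620/688 nm) read before and after 90 min at 30 °C.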
# APEX1 inh – blocks human APE1 abasic DNA cleavage; P27695; recombinant APE1, TAMRA/BHQ-2 abasic DNA cleavage fluorescence; Potency, µM (titrated, usually from 65.8 µM), inactives show at the highest dose activity change, negative = inhibition, actives largely listed as inhibitors; hit rate 0.35% among 350,000;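 also: potency is read from the fitted curve at half-maximal effect; plate controls were vehicle for no effect and reference inhibitor for full effect; nearly all actives have a fitted effect of over 55% in size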
#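 Substrate: short duplex with […] THF abasic site, 5'-TAMRA and 3'-BHQ-2, 50 nM final. APE1 at 0.75 nM, preincubated 15 min RT with compound. Fluorescence increase from first to third read measured activity.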
# Pol beta inh – blocks human DNA polymerase beta activity; P06746; Pol beta primer extension/strand displacement, fluorescence kinetic; hit rate 1.3% among 340,000; Potency, µM (doses to about 114 µM), for inactives: at the top dose activity change, negative = inhibition, most hits filed as inhibitors; also: potency is read from the fitted curve at half-maximal effect; % is scaled to controls: 0 for no effect and ±100 for the full control effect
#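 10 nM enzyme + cpd, 15 min RT; start with substrate 50 nM final; read 0 min and after 10 min RT. Corrected, normalized data; 4-parameter Hill curve fit.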
# POLK inh – DNA polymerase kappa (human) inhibition | hit rate 0.53% among 400,000 | AID 588579 | Q9UBT6 | purified Pol kappa, fluorescent DNA synthesis assay, 10 min | Potency, µM (doses to about 107 µM), for inactives: at the top dose activity, negative = inhibition, actives largely listed as inhibitors; also: potency is read from the fitted curve at half-maximal effect; % is scaled to controls: 0 for no effect and ±100 for the full control effect
# Target sequence (Q9UBT6 whole entry, looked up): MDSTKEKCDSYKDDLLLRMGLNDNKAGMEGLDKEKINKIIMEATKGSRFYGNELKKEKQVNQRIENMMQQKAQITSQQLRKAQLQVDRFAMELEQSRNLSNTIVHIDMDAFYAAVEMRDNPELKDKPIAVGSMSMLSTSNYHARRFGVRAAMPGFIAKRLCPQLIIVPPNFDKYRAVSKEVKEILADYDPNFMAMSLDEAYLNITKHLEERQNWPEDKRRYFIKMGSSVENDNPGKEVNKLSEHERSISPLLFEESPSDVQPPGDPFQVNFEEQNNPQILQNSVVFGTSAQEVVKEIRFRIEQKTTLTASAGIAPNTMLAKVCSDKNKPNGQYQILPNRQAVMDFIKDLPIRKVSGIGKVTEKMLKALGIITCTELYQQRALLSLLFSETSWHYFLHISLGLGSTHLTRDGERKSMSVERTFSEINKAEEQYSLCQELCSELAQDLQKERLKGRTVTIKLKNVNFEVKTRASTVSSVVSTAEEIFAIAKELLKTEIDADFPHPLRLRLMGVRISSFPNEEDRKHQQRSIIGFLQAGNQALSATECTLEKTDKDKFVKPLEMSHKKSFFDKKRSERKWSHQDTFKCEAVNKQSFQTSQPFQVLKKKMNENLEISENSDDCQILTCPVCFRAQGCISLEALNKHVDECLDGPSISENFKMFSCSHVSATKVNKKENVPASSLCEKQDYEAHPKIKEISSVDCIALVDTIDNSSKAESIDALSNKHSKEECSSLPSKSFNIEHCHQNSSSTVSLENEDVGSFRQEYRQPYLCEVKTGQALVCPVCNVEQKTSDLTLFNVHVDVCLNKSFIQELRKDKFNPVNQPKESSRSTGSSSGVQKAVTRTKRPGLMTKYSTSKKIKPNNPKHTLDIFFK
#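 Inhibition of 10 nM Pol kappa is measured by a fluorescent read-out at 0 and 10 min following addition of 50 nM substrate (final), with a 15-min room-temperature compound preincubation.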
# Apoferritin bind – binds horse apoferritin like a general anesthetic. P02791. apoferritin/1-aminoanthracene competitive binding, fluorescence. Potency, µM (doses to about 77.5 µM), without a hit: at the top dose activity change, negative = displacement, hits mostly inhibitors. hit rate 0.074% among 350,000; also: potency is read from the fitted curve at half-maximal effect; % is scaled to controls: 0 for no effect and ±100 for the full control effect; nearly all actives have a fitted effect of over 20% in size
# Target sequence (P02791 2-175 limits assumed): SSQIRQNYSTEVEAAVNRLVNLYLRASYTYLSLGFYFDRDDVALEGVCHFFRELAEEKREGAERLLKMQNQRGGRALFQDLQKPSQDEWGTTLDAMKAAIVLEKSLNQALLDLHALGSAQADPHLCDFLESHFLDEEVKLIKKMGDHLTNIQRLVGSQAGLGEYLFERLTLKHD
#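 Read-out: endpoint 1-AMA fluorescence, excitation 380 nm and emission 535 nm, after compounds sit 10 min at room temperature with 10 uM horse-spleen apoferritin in 50% saturated 1-AMA/PBS. Values come from four-parameter Hill fits.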
# POLH inh – blocks human DNA polymerase eta activity | Q9Y253 | recombinant Pol eta, fluorescent DNA replication assay | Potency, µM (doses to about 114 µM), for inactives: at the highest dose activity change, negative = inhibition, usual class: inhibitors | hit rate 1.2% among 390,000 | AID 588591; also: potency is read from the fitted curve at half-maximal effect; % is scaled to controls: 0 for no effect and ±100 for the full control effect
#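 Pol eta (10 nM) was preincubated with compounds for 15 min at room temperature, after which fluorescent replication substrate (50 nM final) was added to start the reaction. Fluorescence was read kinetically at 0 and 10 min.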
# 12-LOX inh – blocks human arachidonate 12S-lipoxygenase. P18054. purified 12hLO, xylenol orange hydroperoxide absorbance. Potency, µM (top dose mostly 108 µM), inactives show top-dose activity change, negative = inhibition, hits mostly inhibitors. hit rate 1.1% among 580,000. AID 1671190; also: potency is read from the fitted curve at half-maximal effect; % is scaled to controls: 0 for no effect and ±100 for the full control effect
#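 Purified human 12hLO at 150 nM in 25 mM Hepes, 0.01% Triton X-100, pH 7.0, preincubated 15 min at room temperature with compound. Reaction started with 40 uM arachidonic acid, 30 min at room temperature. Hydroperoxide measured by Fe-xylenol orange, 573/405 nm absorbance ratio.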
# LDHA block – blocks human lactate dehydrogenase A; hit rate 0.15% among 480,000; activity change, % (values are at about 110 or 230 µM); purified LDHA, NADH/diaphorase-resazurin fluorescence; active compounds read low; in the data active = activity change below about -30%; inconclusive = mostly about -25% to -30%;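 also: plate controls were DMSO wells for no effect and wells without enzyme for full effect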
#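 Enzyme activity of human lactate dehydrogenase 5 (2 nM; 0.06 mM NADH, 0.2 mM pyruvate, 5 min, RT) is measured via a resazurin/diaphorase fluorescence readout of residual NADH.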
# ERG Ets-DNA blk – blocks human ERG Ets domain binding to DNA | P11308 | fluorescence polarization, His-ERG Ets domain / labelled DNA | Potency, µM (titrated, usually from 76.9 µM), for inactives: at the highest dose FP activity, negative = inhibition, usual class: inhibitors | hit rate 0.028% among 370,000 | AID 624246; active = well fitted inhibition curve with a large enough effect in the polarisation, with a control signal flat; inconclusive = small, poorly fitted or top-dose-only effect, or effect the other way, or a change in a side signal; inactive = no such curve, though single readings can be large or run the other way; the % refers to the polarisation;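 also: polarization taken with two DNA probes labelled with fluorescein and Texas red; potency is read from the fitted curve at half-maximal effect; % of control where 0% means no effect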
#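 His-tagged ERG Ets domain (1 uM in the protein solution; 300mM KCl, 50mM Tris-HCl, 1mM EDTA, 1mM DTT, pH 7.5) received compound, then a probe mix of 5 nM fluorescein-DNA and 100nM Texas-615-DNA. Fluorescence polarization was read for both dyes.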
# * marks the source's active call; other numbers are inactive results; i = inactive; u = inconclusive; x = no result given; & = joins results of further samples; [ ] = remark or other dose. Unless noted, calls follow the shape of the dose curve; as a rule, active = well fitted curve in the direction sought with a large enough effect; inconclusive = small, poorly fitted or top-dose-only effect, or another doubt; inactive = no such curve, though single readings can be large; an effect the other way counts as inactive or inconclusive.
structure,POLK inh,LDHA block,ERG Ets-DNA blk,Apoferritin bind,APEX1 inh,Pol beta inh,RGS4 inh,12-LOX inh,POLH inh
Cc1cnc(CN(C)C(=O)C2CCC(=O)N(CCc3cccc(F)c3)C2)[nH]1 (centres undefined),-18.8%,-7.0,2.2%,-7.0%,49.7%[activator],1.0%,22.6%[56.9 µM],u,-9.3%
CC1CCCC(NC(=O)c2cccc(S(=O)(=O)N3CCN(c4ccccc4)CC3)c2)C1C (centres undefined),-10.7%,-4.9,-4.5%,x,1.9%,x,10.5%,-5.8%,-15.2%
CCOC(=O)c1cnn(-c2ccccc2)c1-n1cccc1C(=O)C(=O)Nc1ccc(OC)cc1,-15.6%,3.6,8.6%,u,-3.6%,26.4%,-21.1%,-19.6%,-16.9%
Cc1cc(C)n(CCc2nc3c4ccccc4nc(N4CCN(c5ccccc5F)CC4)n3n2)n1,-0.4%,-2.0,-6.5%,5.3%,x,58.0%,21.0%,-9.4%,-2.6%
COc1ccc(-c2oc3ccccc3c2C(=O)OCc2ccc([N+](=O)[O-])cc2)cc1,17.7%,4.5,2.9%,-10.0%,12.2%,-15.8%,-16.7%,-17.7%,-10.9%
CCCCCn1nc(C(=O)N(CCOC)c2c(N)n(CCCC)c(=O)[nH]c2=O)c2ccccc2c1=O,-7.9%,-3.4&3.0,2.7%,x,11.3%,x,-7.5%,-20.0%&-4.5%,-21.8%
Cc1cccc(CCNC(=O)CC2C(=O)NCCN2CC2CCCCC2)n1 (centres undefined),-1.4%,0.2,11.1%[15.4 µM],-9.0%,4.4%,12.3%,-15.7%,-27.7%,-18.1%
CCN(C(=O)Cn1ncc2c(=O)oc3ccc(C)cc3c21)c1cc(OC)ccc1OC,-9.9%,-10.2,5.4%,-14.9%,x,10.6%,1.5%,-4.2%,-21.3%
CCCCCC(=O)Nc1ccc(S(=O)(=O)NC2=NCCCCC2)cc1,3.7%,-4.1,-1.4%,x,4.8%,x,-1.2%,i,-24.9%
CN(Cc1ccno1)Cc1cn(C)nc1-c1ccc(Oc2ccccc2)cc1,-5.0%,-3.2,16.8%,-8.9%,11.8%,12.9%,-16.5%,-14.6%,-9.6%
Cc1cc(Br)ccc1NC(=O)CN(C)C(=O)c1ccc(-n2cncn2)c([N+](=O)[O-])c1,-6.2%,3.0,1.0%,x,-1.9%,x,6.4%,u,-0.1%
CC(C)N1C(=O)C2ON(c3ccccc3)C(c3cccs3)C2C1=O (centres undefined),-3.7%,-4.4,2.2%,-7.8%,1.1%,0.3%,u,0.0%,-19.2%
[O-][n+]1ccccc1/C=C/c1ccccc1,-6.2%,-10.1,-4.8%,x,x,x,-9.2%,3.6%,-12.7%
CC1(C)CC(=O)C=C(NCc2ccc(C(=O)O)cc2)C1,-10.4%,-2.3,9.2%,-5.8%,-0.6%,2.1%,30.3%,0.0%,-1.4%
COc1ccc(C(=O)Oc2c(Sc3ccccc3)c(C)nn2-c2ccccc2)cc1OC,-13.2%,2.7,-3.2%,-9.5%,x,-7.7%,-23.0%,-19.3%,-25.5%
COc1c(C)cc(C(=O)C2CCCN(C(=O)Cn3ccc(C)n3)C2)cc1C (centres undefined),4.8%,-1.8,-7.8%,-7.6%,-2.5%,2.8%,-0.4%,9.9%,-8.0%
C/C(CC(=O)NCc1ccco1)=N\NC(=O)C(c1ccccc1)c1ccccc1,-8.1%,-8.6,-0.2%,-18.8%,1.4%,21.7%,5.4%,-6.0%,5.6%
CC(C)NC(=O)C(=O)Nc1cc2c3c(c1)C(C)C(=O)N3CCC2 (centres undefined),-4.1%,-2.7,1.1%,-10.8%,20.9%,6.0%,17.6%,8.6%,5.5%
Cc1nc2ccccc2n1S(=O)(=O)N(C)C,-5.6%,0.0,0.6%,-8.0%,-2.0%,-4.8%,4.0%[11.4 µM],-39.9%,-28.5%
Cc1ccccc1CN(C)C(=O)CNC(=O)c1ccc2ccccc2c1,3.0%,-6.7,-9.5%,-6.1%,-5.9%,2.7%,-2.9%,-1.8%,-15.9%
COC(=O)CNC(c1ccccc1)c1cc(Br)ccc1NS(=O)(=O)c1ccccc1 (centres undefined),-7.6%,-2.9,-12.8%,4.2%,-11.2%,-16.9%,-19.7%,17.4%,-6.9%
CCOC(=O)c1c(NC(=O)CS(=O)(=O)c2cn(CC)c3ccccc23)sc2c1CCCCC2,8.5%,1.1,-2.0%,-2.6%,u,-29.1%,0.8%,4.7%,-18.5%
CCOC(=O)C1CCN(C(=O)CCS(=O)(=O)c2ccc3c(c2)CC(C)N3C(=O)CC)CC1 (centres undefined),3.5%,-4.2,9.2%,-7.6%,-0.7%,21.3%,-21.1%,7.7%,-9.7%
CCn1c(C(C)NC(=O)c2ccc(C)cc2)n[nH]c1=S (centres undefined),10.1%,-9.6,3.2%,-7.4%,-0.1%,5.1%,-22.9%,4.4%,-0.8%
CCC(C)NC(=O)c1ccc(NC(=O)CC2SC(N3CCCCC3)=NC2=O)cc1 (centres undefined),-2.5%,-4.3,10.4%,x,-6.3%,x,16.5%,22.1%,-0.8%
O=C(NCCc1ccccc1)c1ccc(CSc2nc3ccncc3n2Cc2ccc(F)cc2)cc1,0.1%,-5.6,10.4%,2.1%,x,12.6%,-14.1%,-10.6%,-9.8%
Cc1cc(-c2nnnn2-c2ccc(C(F)(F)F)cc2)no1,-12.0%,-8.3,-13.2%,1.1%,-0.1%,91.0%,-9.2%,11.0%,-12.7%
O=C(Nc1nccs1)C1CC(=O)N(c2ccccc2)C1 (centres undefined),8.3%,-1.2,-2.0%,-4.4%,5.1%,36.8%,-3.4%,-1.8%,-17.7%
Cn1c2ccccc2c2cc(/C=N/NC(=O)c3cc(O)ccc3O)ccc21,50.1µM*,4.6,4.7%,-17.5%,-43.9%,10µM*,-17.9%,35.5µM*,10µM*
CC(C)OCCCNC(=O)CN1C(=O)CC(C)(C)S(=O)(=O)c2ccccc21,20.5%,1.7,8.7%,-1.5%,-1.8%,31.1%,-20.3%,-3.7%,-5.7%

# Compound profiles, from the list above:
# `[O-][n+]1ccccc1/C=C/c1ccccc1` is listed as POLK inh: -6.2%; LDHA block: -10.1; ERG Ets-DNA blk: -4.8%; Apoferritin bind: x; APEX1 inh: x; Pol beta inh: x; RGS4 inh: -9.2%; 12-LOX inh: 3.6%; POLH inh: -12.7%
# `COC(=O)CNC(c1ccccc1)c1cc(Br)ccc1NS(=O)(=O)c1ccccc1` (centres undefined) is listed as POLK inh: -7.6%; LDHA block: -2.9; ERG Ets-DNA blk: -12.8%; Apoferritin bind: 4.2%; APEX1 inh: -11.2%; Pol beta inh: -16.9%; RGS4 inh: -19.7%; 12-LOX inh: 17.4%; POLH inh: -6.9%

# More structures follow.
structure,POLK inh,LDHA block,ERG Ets-DNA blk,Apoferritin bind,APEX1 inh,Pol beta inh,RGS4 inh,12-LOX inh,POLH inh
N#C/C(=C\c1ccccc1)C(=O)NCCN1CCOCC1,-2.7%,0.1,-2.3%,-7.7%,-3.7%,-12.9%,-14.2%,0.0%,-9.1%
CCCCCC(=O)Nc1cc(N(C)C)nc2ccccc12,-3.6%,-4.4,-6.8%,2.8%,13.0%,2.5%,8.3%,-1.8%,-12.1%
COc1ccc(-c2csc3[nH]c(=S)n(-c4ccccc4)c(=O)c23)cc1OC,2.4%,-3.9,-0.9%,-2.8%,4.0%,7.1%,-10.7%,u,1.0%
CCc1nccn1CCC(=O)N1CCCC(N2CCN(c3ccccc3F)CC2)C1 (centres undefined),-24.2%,-7.5,2.6%,-6.3%,6.1%,22.6%,11.9%,21.0%,-15.5%
COc1ccc(S(=O)(=O)N2CCC(C(=O)Nc3nccs3)CC2)cc1,-9.6%,-1.9,5.0%,-15.2%,-10.4%,5.0%,-13.8%,1.6%,-21.7%
Cn1c(=O)c2c(nc(Br)n2CCSc2nc3ccccc3o2)n(C)c1=O,7.5%,-1.4,-7.3%,-2.5%,7.9%,-8.9%,-9.1%,-20.1%,-14.0%
CCOC(=O)CSc1nnc(CNC(=O)c2cccc(C)c2)n1C,14.5%,-11.5,-7.4%,-3.5%,2.3%,4.5%,13.3%,-4.7%,5.8%
CCOc1ccccc1NS(=O)(=O)c1cnc(N)nc1,-12.6%[60.1 µM],1.6,0.3%,6.4%,x,-1.3%,-22.0%,-7.2%,7.4%
Cc1sc(NC(=O)c2cccnc2)nc1-c1ccccc1,15.5%,-0.6,-3.0%,-4.2%,-8.6%,u,-23.8%,0.5%,-3.7%
CC(Sc1nc(N)c(NC(=O)c2ccc(Br)o2)c(=O)[nH]1)C(=O)O (centres undefined),-8.0%,0.4,-1.3%,0.1%,18.0%,5.5%,10.1%,-8.7%,-29.8%
CCC(=O)Nc1ccccc1C(=O)OCC(=O)Nc1ccc(S(N)(=O)=O)cc1,5.7%,-2.4,7.4%,-5.6%,-1.6%,-0.1%,6.0%,1.4%,3.5%
C/C(=N\N(c1ccccc1)c1ccccc1)c1ccc(N)cc1,-6.8%,0.9,-1.4%,x,x,x,1.1%,0.0%,-20.5%
COc1ccc(NS(=O)(=O)c2ccc(C)c(NC(=O)CNC(=O)c3ccco3)c2)cc1,-12.2%,-4.5,-4.3%,x,-1.0%,x,-4.4%,-5.9%,-14.6%
CC(C)n1cnnc1SCC(=O)Nc1ccc(N2CCCCC2)cc1,-0.1%,1.4,-8.7%,x,-11.4%,x,2.5%,-18.5%,-13.2%

# Not all compounds are listed; rates above refer to the full screens.
